12-LOX inh = inhibitors of human 12S-lipoxygenase ALOX12 | AID 1671190 | 580,000 tested, 1.1% active | purified 12hLO, xylenol orange hydroperoxide absorbance | P18054 | Potency, µM (highest dose often 108 µM), without a hit: top-dose activity change, negative = inhibition, usual class: inhibitors; further: potency means the concentration at half of the fitted maximal effect; on the % scale 0 is the no-effect control and ±100 the full control effect
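Purified human 12hLO at 150 nM in 25 mM Hepes, 0.01% Triton X-100, pH 7.0, preincubated 15 min at room temperature with compound. Reaction started with 40 uM arachidonic acid, 30 min at room temperature. Hydroperoxide measured by Fe-xylenol orange, 573/405 nm absorbance ratio.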
GLS inhibitor = inhibitors of human glutaminase (GLS); O94925; GLS enzymatic activity, qHTS titration; Potency, µM (titrated, usually from 45.5 µM), for inactives: at the highest dose activity change, negative = inhibition, most hits filed as inhibitors; 410,000 tested, 0.21% active; AID 624170; further: potency means the concentration at half of the fitted maximal effect; on the % scale 0 is the no-effect control and ±100 the full control effect
Target sequence (O94925 whole entry, looked up): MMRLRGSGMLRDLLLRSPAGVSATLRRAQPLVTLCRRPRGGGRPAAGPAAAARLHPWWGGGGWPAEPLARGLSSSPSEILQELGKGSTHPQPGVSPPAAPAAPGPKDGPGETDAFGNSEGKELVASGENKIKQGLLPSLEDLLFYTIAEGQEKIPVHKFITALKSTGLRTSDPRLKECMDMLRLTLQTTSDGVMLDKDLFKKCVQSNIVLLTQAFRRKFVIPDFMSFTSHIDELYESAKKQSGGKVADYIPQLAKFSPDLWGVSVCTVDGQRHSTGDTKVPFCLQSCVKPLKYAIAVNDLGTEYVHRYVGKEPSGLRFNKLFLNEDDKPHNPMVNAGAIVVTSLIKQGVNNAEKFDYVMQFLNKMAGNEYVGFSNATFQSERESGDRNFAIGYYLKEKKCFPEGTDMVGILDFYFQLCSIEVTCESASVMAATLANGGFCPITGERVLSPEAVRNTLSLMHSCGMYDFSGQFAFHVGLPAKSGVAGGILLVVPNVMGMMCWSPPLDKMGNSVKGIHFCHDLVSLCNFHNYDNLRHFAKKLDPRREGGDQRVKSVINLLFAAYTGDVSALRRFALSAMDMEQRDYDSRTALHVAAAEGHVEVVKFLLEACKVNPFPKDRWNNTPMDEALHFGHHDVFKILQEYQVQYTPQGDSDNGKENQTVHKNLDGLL
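Glutamate formation by hKGA was monitored fluorometrically using coupled glutamate oxidase, HRP and Amplex Red. Substrate was added as 1 mM L-glutamine solution; incubation was 30 min at RT after an initial read.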
BAZ2B block = BAZ2B (human) inhibition | 360,000 tested, 4.4% active | Potency, µM (titrated, usually from 114 µM), inactives show at the highest dose activity change, negative = inhibition, actives largely listed as inhibitors | AlphaScreen BAZ2B-H3K14Ac peptide displacement; further: potency means the concentration at half of the fitted maximal effect; on the % scale 0 is the no-effect control and ±100 the full control effect; nearly all actives have a fitted effect of over 60% in size
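Protein-peptide AlphaScreen: BAZ2B 50 nM, b-H3K14Ac 50 nM, 1x PBS pH 7.4 + 0.01% Tween-20. Preincubation 30 min RT; cpd 30 min RT (top 110 uM); beads 20 min RT, light-protected.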
PI4K2A inh = PI4K2A (human) kinase inhibition; activity change, negative = inhibition, % at 76.9 µM; 420,000 tested, 0.13% active; purified PI4K2A, ADP-Glo luminescence, 1 h; stronger effect = lower value; Q9BTU6; in the data active means activity change below about -50%; inconclusive means mostly about -30% to -49%;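 further: -100% = wells without enzyme as full effect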
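In this quantitative HTS, ADP production by PI4K2A was quantified luminescently after 1 h at ambient temperature; 100 microM adenosine served as plate-quality control.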
HP1b chromo inh = HP1-beta chromodomain-methylated histone interaction inhibition. 390,000 tested, 0.56% active. P83916. AlphaScreen HP1-beta / biotin-H3K9me3 peptide binding. Potency, µM (doses to about 114 µM), without a hit: top-dose activity change, negative = inhibition, most hits filed as inhibitors; further: potency means the concentration at half of the fitted maximal effect; nearly all actives have a fitted effect of over 70% in size; inactives centre near 23
Target sequence (P83916 whole entry, looked up): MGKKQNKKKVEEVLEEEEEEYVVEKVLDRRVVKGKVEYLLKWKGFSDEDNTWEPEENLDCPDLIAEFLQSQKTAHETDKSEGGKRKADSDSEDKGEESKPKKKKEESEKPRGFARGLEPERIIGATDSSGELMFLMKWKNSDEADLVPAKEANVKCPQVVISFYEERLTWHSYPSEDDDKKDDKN
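AlphaScreen: HP1-beta (50 nM) preformed 30 min with biotin-H3(1-18)K9me3 peptide (50 nM) in PBS pH 7.4, 0.01% Tween-20. Compound added for 30 min at RT, then streptavidin donor/nickel chelate acceptor beads (10 ug/mL) for 30 min.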
ERG Ets-DNA blk = inhibitors of human ERG Ets domain-DNA interaction. fluorescence polarization, His-ERG Ets domain / labelled DNA. Potency, µM (top dose mostly 76.9 µM), for inactives: at the highest dose FP activity, negative = inhibition, hits mostly inhibitors. 370,000 tested, 0.028% active; active means well fitted inhibition curve with a large enough effect in the polarisation, with a control signal flat; inconclusive means small, poorly fitted or top-dose-only effect, or effect the other way, or a change in a side signal; inactive means no such curve, though single readings can be large or run the other way; the % refers to the polarisation;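 further: polarization taken with two DNA probes labelled with fluorescein and Texas red; potency means the concentration at half of the fitted maximal effect; % of control where 0% means no effect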
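His-tagged ERG Ets domain (1 uM in the protein solution; 300mM KCl, 50mM Tris-HCl, 1mM EDTA, 1mM DTT, pH 7.5) received compound, then a probe mix of 5 nM fluorescein-DNA and 100nM Texas-615-DNA. Fluorescence polarization was read for both dyes.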
RGS4 inhibitor = blocks human RGS4-accelerated GTP hydrolysis; Transcreener GDP fluorescence polarization, RGS4-accelerated GTP hydrolysis; Potency, µM (highest dose often 114 µM), for the others: at the highest dose activity change, negative = inhibition, actives largely listed as inhibitors; AID 504845; 390,000 tested, 0.039% active; P49798; further: potency means the concentration at half of the fitted maximal effect; on the % scale 0 is the no-effect control and ±100 the full control effect; nearly all actives have a fitted effect of over 75% in size; some results filed as inactive show a strong effect at the top dose
Target sequence (P49798 whole entry, looked up): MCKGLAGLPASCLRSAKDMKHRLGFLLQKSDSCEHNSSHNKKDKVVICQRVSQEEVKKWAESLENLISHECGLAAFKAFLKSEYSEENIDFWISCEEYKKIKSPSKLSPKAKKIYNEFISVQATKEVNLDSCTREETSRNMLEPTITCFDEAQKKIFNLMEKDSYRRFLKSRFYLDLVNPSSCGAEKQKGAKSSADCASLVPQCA
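MLSMR compounds (23 nl, pin-transferred) preincubated 10 min at room temperature with a 500nM (2x) first reagent, then RGS4 at 900nM (2x) plus Transcreener GDP mix added; fluorescence polarization (620/688 nm) read before and after 90 min at 30 °C.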
JMJD2A Tudor inh = blocks the human JMJD2A Tudor domain; O75164; AlphaScreen JMJD2A-Tudor / H3K4me3 peptide binding; Potency, µM (series often up to 114 µM), without a hit: at the top dose activity change, negative = inhibition, usual class: inhibitors; 390,000 tested, 4.4% active; AID 504339; further: potency means the concentration at half of the fitted maximal effect; on the % scale 0 is the no-effect control and ±100 the full control effect; nearly all actives have a fitted effect of over 50% in size
G9a inh = inhibitors of human histone lysine methyltransferase G9a | Q96KQ7 | G9a H3K9 monomethylation, AlphaScreen, 2 h | Potency, µM (top dose mostly 102 µM), without a hit: top-dose activity, negative = inhibition, usual class: inhibitors | 350,000 tested, 8.8% active; further: potency means the concentration at half of the fitted maximal effect; on the % scale 0 is the no-effect control and ±100 the full control effect; nearly all actives have a fitted effect of over 75% in size
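AlphaScreen read-out: biotin-H3K9 peptide (500 nM) methylation by 20 nM enzyme with 20 uM SAM, 2 h at room temperature after 15 min compound preincubation; anti-monomethyl H3K9 antibody plus donor/acceptor beads, 10 min dark.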
* marks the source's active call; other numbers are inactive results; u = inconclusive; x = no result given; [ ] = another dose, or the depositor's remark. Unless noted, the call rests on the fitted dose curve; in most records, active means well fitted curve in the direction sought with a large enough effect; inconclusive means small, poorly fitted or top-dose-only effect, or another doubt; inactive means no such curve, though single readings can be large; an effect the other way counts as inactive or inconclusive.

No.	SMILES	JMJD2A Tudor inh	PI4K2A inh	12-LOX inh	BAZ2B block	RGS4 inhibitor	ERG Ets-DNA blk	GLS inhibitor	G9a inh	HP1b chromo inh
1	COc1cc(C2N(c3ccc(F)cc3)C(=O)C3CCCN32)cc(OC)c1OC (configuration not stated)	-20%	-6	73%	13%	-16%	11%	1%	u	39%
2	O=C1c2cccc3c(N4CCOCC4)c([N+](=O)[O-])cc(c23)C(=O)N1c1cccc2ccccc12	u	5	4%	u	-50%	15%	-26%	11µM*	-12%
3	COc1cc(-c2nc(-c3ccccc3)c(-c3ccc(Br)cc3)[nH]2)cc(OC)c1O	45µM*	-1	20µM*	28µM*	2%	-7%	10%	10µM*	u
4	CN(C(=O)CSc1nc2ccc([N+](=O)[O-])cc2s1)C1CCS(=O)(=O)C1 (configuration not stated)	-18%	-2	0%	-5%	-31%[56.9 µM]	7%	-5%	0%[12.7 µM]	71%[activator]
5	COCCn1c(SCC(=O)NCCCN2CCCC2=O)nc2sc3c(c2c1=O)CCCC3	-9%	-3	-7%	x	-10%	x	4%	x	18%
6	COC(=O)CN1C(=O)C2(OCCCO2)c2cc(Br)ccc21	-2%	-5	-5%	4%	1%	-4%	2%	23%	21%
7	CCCN1C2CCCC1CC(NC(=O)c1ccc(F)cc1)C2 (configuration not stated)	1%	3	-25%	-2%	-11%	0%	0%	10%	36%
8	CN(Cc1ccccc1)C(=O)c1[nH]cnc1C(=O)N[C@@H](Cc1ccccc1)C(=O)OCc1ccccc1	-35%	-1	x	-17%	-2%	12%	0%	0%[12.7 µM]	2%
9	CCOc1ccc(CNC(c2ccccc2)c2ccccc2)cc1	114%[activator]	-6	1%	68%[activator]	-1%	-5%	-5%	113%[activator]	201%[activator]
10	CC(=O)N(c1ccc(Br)cc1)C1C=CS(=O)(=O)C1 (configuration not stated)	-8%	3	10%	-3%	1%	23%	4%	-6%[59 µM]	55%[activator]
11	CCC1CCCCN1C(=O)COC(=O)c1cccs1 (configuration not stated)	-12%	-1	197%[activator]	x	11%	-14%	4%	x	14%
12	COc1ccc(N(C)S(=O)(=O)c2cccc(C(=O)NC3CCC(C)CC3)c2)cc1 (configuration not stated)	-3%	3	1%	0%	7%	-1%	1%	1%	11%
13	O=C(CCl)Nc1c[nH]c(=O)[nH]c1=O	-14%	-4	-6%	-15%	4%	4%	17%	-2%	33%
14	COc1ccc(C(=O)NC2CC2)cc1OC1CCN(C(C)CSC)CC1 (configuration not stated)	-3%	-10	-6%	1%	-37%	1%	-5%	0%	31%
15	COc1ccc2[nH]c(C)c(CCNc3ccc(C(F)(F)F)cc3[N+](=O)[O-])c2c1	22µM*	-4	-5%	28µM*	-7%	-12%	-11%	11µM*	u
16	O=c1c2c3c(sc2[nH]c(=S)n1Cc1ccco1)CCC3	-16%[11.4 µM]	-11	u	45µM*	-3%[11.4 µM]	8%	-2%	14µM*	2%
17	O=C(Cn1cc(C(F)(F)F)ccc1=O)Nc1ccc(N2CCOCC2)cc1	5%	4	0%	-10%	10%	3%	-10%	6%	17%
18	Cn1c(=O)c2c(nc(N3CCC(C(N)=O)CC3)n2CCSc2nc3ccccc3s2)n(C)c1=O	-3%	-1	0%	2%	12%	-10%	-1%	10%[59 µM]	77%[activator]
19	Nc1nn(-c2ccccc2)c(N)c1N=Nc1ccc2c(c1)OCO2	50µM*	4	u	32µM*	8%	-4%	-12%	u	18µM*
20	COc1cccc(N(CC(=O)NCCSc2ccccc2)S(C)(=O)=O)c1	-3%	0	-5%	-2%	14%	-13%	2%	16%[12.7 µM]	33%

Records 1 through 2, reprinted for reference:
No.	SMILES	JMJD2A Tudor inh	PI4K2A inh	12-LOX inh	BAZ2B block	RGS4 inhibitor	ERG Ets-DNA blk	GLS inhibitor	G9a inh	HP1b chromo inh
1	COc1cc(C2N(c3ccc(F)cc3)C(=O)C3CCCN32)cc(OC)c1OC (configuration not stated)	-20%	-6	73%	13%	-16%	11%	1%	u	39%
2	O=C1c2cccc3c(N4CCOCC4)c([N+](=O)[O-])cc(c23)C(=O)N1c1cccc2ccccc12	u	5	4%	u	-50%	15%	-26%	11µM*	-12%

Next part
No.	SMILES	JMJD2A Tudor inh	PI4K2A inh	12-LOX inh	BAZ2B block	RGS4 inhibitor	ERG Ets-DNA blk	GLS inhibitor	G9a inh	HP1b chromo inh
21	CC(CCc1ccco1)N(C)S(=O)(=O)c1csc(C(N)=O)c1 (configuration not stated)	-23%	8	6%	u	-20%[11.4 µM]	2%	-6%	19%	15%
22	COC(=O)/C(C#N)=C/c1c(N2CCN(c3ccc(OC)cc3)CC2)nc2c(C)cccn2c1=O	11µM*	1	-2%	u	0%	11%	20%	u	u
23	COc1cc(C(=O)Nc2ccc(N3CCOCC3)cc2)ccc1OCc1c(C)noc1C	-21%	1	-4%	-5%	17%	0%	7%	50µM*	27%
24	O=C(NC1C2CCCC1CN(C1CC1)C2)c1ccc(Cl)cc1 (configuration not stated)	24%	-4	0%	9%	-2%	-12%	8%	8%[59 µM]	66%[activator]
25	CSCCC(NC(=O)c1ccco1)C(=O)N(C)CC(=O)Nc1ccccc1Br (configuration not stated)	-19%	2	-2%	9%	6%	-10%	1%	8%	5%
26	COC(OC)C12c3ccccc3C(c3ccccc31)C1C(=O)N(c3cccnc3)C(=O)C12 (configuration not stated)	-20%	-2	-20%	u	22%	7%	3%	x	1%
27	Cc1ccc(OCCn2cc(C=O)c3ccccc32)cc1	12%	0	10%	0%	-6%	4%	-14%	x	46%[activator]
28	CCOC(=O)N/N=C/c1c(C)nn(-c2ccccc2Cl)c1Cl	-13%	2	8%	-4%	27%	-5%	0%	17%[59 µM]	17%
29	COc1cc2c(cc1OC)C(c1cccc(Br)c1)NC(=O)C2 (configuration not stated)	-12%	1	20%	-19%	29%	-4%	1%	20%[59 µM]	49%[activator]
30	O=C(Cc1ccc([N+](=O)[O-])cc1)Nc1ccc(C(=O)N2CCOCC2)cc1	-11%	-3	x	-16%	-4%	-2%	-7%	-23%	64%[activator]
31	Cc1nnc(SCC(=O)Nc2cc(C(N)=O)cc(C(N)=O)c2)n1-c1ccccc1	-3%	0	-24%	-8%	-9%	0%	10%	3%	17%
32	CCOC(=O)[C@H]1[C@H]2COc3ccc(OC)cc3[C@@H]2N2C(=O)c3cc(C)ccc3NC(=O)[C@@]12C	-12%	2	-1%	-24%	20%	-1%	-2%	13%[2.33 µM]	20%
33	CCC1CCCCN1S(=O)(=O)c1ccc(C(=O)Nc2nnc(-c3ccccc3Cl)o2)cc1 (configuration not stated)	-18%	-13	x	7%	-7%	15%	4%	-5%[59 µM]	46%
34	Cc1cccc(NS(=O)(=O)c2ccc3c(c2)n(C)c(=O)n3C)c1C	-17%	-3	-21%	-13%	4%	2%	9%	-1%[59 µM]	47%[activator]
35	CCOc1ccc(N(CC(=O)Nc2ccc(C)cc2)S(=O)(=O)c2c(C)[nH]c(=O)[nH]c2=O)cc1	-14%	-4	2%	-7%	28%	2%	1%	-14%	15%
36	CC(C)(C)N(NC(=O)c1ccccc1)C(=O)c1cccc(C(=O)N(NC(=O)c2ccccc2)C(C)(C)C)c1	1%	4	102%[activator]	-1%	18%	5%	-2%	38%[12.7 µM]	4%
37	CN(C)CCCNc1ncnc2c1cnn2-c1ccccc1	-3%	-11	x	-10%	-7%	-26%	-6%	20%[59 µM]	11%
38	CCOC(=O)Cc1csc(Nc2ccc(Cl)cc2)n1	-25%	-5	3%	-24%	8%	0%	-1%	10%[59 µM]	10%

Record cards, from the list above:
`CC(C)(C)N(NC(=O)c1ccccc1)C(=O)c1cccc(C(=O)N(NC(=O)c2ccccc2)C(C)(C)C)c1` reads JMJD2A Tudor inh = 1%; PI4K2A inh = 4; 12-LOX inh = 102%[activator]; BAZ2B block = -1%; RGS4 inhibitor = 18%; ERG Ets-DNA blk = 5%; GLS inhibitor = -2%; G9a inh = 38%[12.7 µM]; HP1b chromo inh = 4%
`CCOC(=O)N/N=C/c1c(C)nn(-c2ccccc2Cl)c1Cl` reads JMJD2A Tudor inh = -13%; PI4K2A inh = 2; 12-LOX inh = 8%; BAZ2B block = -4%; RGS4 inhibitor = 27%; ERG Ets-DNA blk = -5%; GLS inhibitor = 0%; G9a inh = 17%[59 µM]; HP1b chromo inh = 17%
`COc1cc(C(=O)Nc2ccc(N3CCOCC3)cc2)ccc1OCc1c(C)noc1C` reads JMJD2A Tudor inh = -21%; PI4K2A inh = 1; 12-LOX inh = -4%; BAZ2B block = -5%; RGS4 inhibitor = 17%; ERG Ets-DNA blk = 0%; GLS inhibitor = 7%; G9a inh = 50µM*; HP1b chromo inh = 27%

Assay outcomes deposited in PubChem by National Center for Advancing Translational Sciences (NCATS).

Only part of the results is shown, so the mix of outcomes need not match the whole.
